From PubChem
MgcRacGAP inhibition = MgcRacGAP GTPase-activating activity inhibitors, confirmation, biochemical, ADP Hunter fluorescence | MgcRacGAP-stimulated Rac1 GTP hydrolysis, ADP Hunter fluorescence; higher % means a stronger effect; GST-tagged Rac1 F28L mutant substrate | one-dose inhibition, % at 30 µM; IC50 in µM for titrated hits | hit rate 0.6% among 340,000 | AID 624330;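 active = first-screen hits whose inhibition reached a set limit at any dose in the follow-up dose series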;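 also: fluorescence reports GDP produced by GAP-driven GTP hydrolysis; strong numbers were not always called active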
* marks the source's active call; other numbers are inactive results. Only part of the results is shown; rates above refer to the full screens.

canonical_smiles	MgcRacGAP inhibition
O=c1[nH]c(=O)n([C@H]2C[C@H](O)[C@@H](CO)O2)cc1Br	3%
O=C(Nc1ccc([N+](=O)[O-])cc1)c1cccc([N+](=O)[O-])c1	17%
NC(=O)c1ncn([C@@H]2O[C@H](CNS(=O)(=O)c3cc4ccccc4s3)[C@@H](O)[C@H]2O)n1	13%
C[C@@H](NC(=O)c1nc[nH]c1C(=O)N1CCc2ccccc2C1)c1ccccc1	13%
Cc1ccc([C@@H]2CC=C(C(=O)O)[C@H](c3cccc(Cl)c3)N2S(=O)(=O)c2ccccc2C)cc1	7%
Nc1cc(C(=O)N2CCN(c3ccccc3Cl)CC2)ccc1N1CC2CC(C1)c1cccc(=O)n1C2 (centres undefined)	4%
COC(=O)C1CCN(S(=O)(=O)c2cc3c4c(c2)CCN4C(=O)CC3)CC1	-32%
COc1ccc(NC(=O)CSc2nnc(C)n2C2CC2)cc1S(=O)(=O)N1CCOCC1	7%
COc1ccccc1C(=O)OCc1cc(=O)n2ccsc2n1	8%
C=CCNc1oc(-c2ccc(-c3ccccc3)cc2)nc1C#N	-5%
Cc1cccc(-c2cc3nc4c(c(N5CCC6(CC5)OCCO6)n3n2)CCCC4)c1	10%
CCOC(=O)C1(C#N)C(=O)CSC1=Nc1ccccc1Cl (centres undefined)	1%
C=CC[C@@H](CC(=O)N(CCO)Cc1ccccc1)C(=O)NC[C@H](OC(=O)[C@@H](CC=C)CC(=O)OC(C)(C)C)c1ccccc1	-1%
Cc1cc(C)n2nc(SC(C)C(=O)N(C)c3ccccc3)nc2n1 (centres undefined)	4%
CCN(CC)C(=O)[C@H]1C[C@H](CC(=O)NCc2ccc(OC)c(OC)c2)C(=O)N2CCc3c([nH]c4cc(-c5ccco5)ccc34)[C@]12C	0%
Cc1ccc(S(=O)(=O)Nc2ccccc2F)cc1C(=O)N1CCN(c2ccccc2O)CC1	3%
O=C(O)c1ccccc1C(=O)OC1CCCC2CCCC21 (centres undefined)	2%
CN(CC(=O)NCCCn1ccnc1)S(=O)(=O)c1ccc(Cl)cc1	-2%
O=C(Nc1nnc(-c2ccco2)o1)c1ccc(S(=O)(=O)N2CCCCC2)cc1	6%
CCc1cccc(NC(=O)COC(=O)c2cc(=O)c3ccccc3o2)c1	2%
Cc1noc(C)c1COc1ccccc1C(=O)NCCc1ccc(F)cc1	10%
Cc1ccccc1SCC(=O)OCC(=O)NCc1ccccc1	-21%
CN(C(=O)c1ccc(NC(=O)Cc2ccc(NC(=O)C3CCN(S(=O)(=O)c4cccc([N+](=O)[O-])c4)CC3)cc2)cc1)C1CCCC1	7%
Cc1ccc(-n2nnnc2SCC(=O)NCC2CCCO2)cc1C (centres undefined)	5%
Cc1ccccc1C(=O)O	5%
Cc1ccc2c(c1)C1CN(C)CCC1N2S(=O)(=O)c1cccc(C(F)(F)F)c1 (centres undefined)	1%
O=C(Cn1nc(C(=O)O)c2ccccc2c1=O)Nc1cc(C(F)(F)F)ccc1-n1cncn1	0%
Cc1cccc(OCC(=O)NNC(=O)CCN2CCN(c3ccccc3)CC2)c1C	3%
NC(=O)Nc1ccc(C(=O)N2CCN(S(=O)(=O)Cc3ccccc3)CC2)cc1	5%
Cc1ccc(C(=O)OCC(=O)Nc2ccccc2)cc1S(=O)(=O)N1CCCCC1	1%

Compounds listed so far that have an NH in an aromatic ring:
canonical_smiles	MgcRacGAP inhibition
O=c1[nH]c(=O)n([C@H]2C[C@H](O)[C@@H](CO)O2)cc1Br	3%
C[C@@H](NC(=O)c1nc[nH]c1C(=O)N1CCc2ccccc2C1)c1ccccc1	13%
CCN(CC)C(=O)[C@H]1C[C@H](CC(=O)NCc2ccc(OC)c(OC)c2)C(=O)N2CCc3c([nH]c4cc(-c5ccco5)ccc34)[C@]12C	0%

The listing continues.
canonical_smiles	MgcRacGAP inhibition
O=C(COC(=O)c1cc(=O)c2ccccc2o1)NCc1ccc(Cl)cc1	6%
C#CCN(C[C@@H]1[C@@H](OC(=O)Nc2cccs2)[C@@H](OC(=O)Nc2cccs2)Cn2c(=O)ccc(=O)n21)S(=O)(=O)c1ccc(C)cc1	10%
O=C(O)c1cc(S(=O)(=O)Nc2ccc3cn[nH]c3c2)ccc1Br	2%
C[C@@H]1CN([C@H](C)CO)C(=O)CCCn2nncc2CO[C@@H]1CN(C)C(=O)C1CCCCC1	12%
COc1ccc(CNC(=O)C[C@H]2C[C@H](C(=O)N3CCOCC3)[C@@]3(C)c4[nH]c5cc(-c6ccco6)ccc5c4CCN3C2=O)cc1OC	15%
Cc1cc(Br)ccc1NC(=O)CNC(=O)CSc1ncccn1	6%
COC(=O)[C@]1(Cc2ccccc2)N[C@H](CN(C)C(=O)c2ccc(C)cc2)[C@@H]2C(=O)N(C)C(=O)[C@@H]21	5%
NC(=O)C1CCN(c2nc(-c3cc4ccccc4o3)cs2)CC1	6%
Cc1ccc(C(=O)Nc2ccccc2N2CCCC2)s1	5%
CC(C)(C)OC(=O)C[C@@H]1C/C=C\C[C@@H](CC(=O)NCCO)C(=O)N[C@H](Cc2c[nH]c3ccccc23)COC1=O	6%
O=C(NCC1CCCCC1)c1ccc(Cl)c(S(=O)(=O)N2CCOCC2)c1	0%
CCCCN(C(=O)c1ccc(N(C)S(=O)(=O)c2ccc(C)cc2)cc1)c1c(N)n(CC(C)C)c(=O)[nH]c1=O	3%
O=C(CSc1ncnc2sccc12)Nc1ccc(S(=O)(=O)N2CCOCC2)cc1	6%
CC1(C)C(=O)Nc2ccccc2N1C(=O)COC(=O)c1ccc(NC(N)=O)cc1	8%
CCN(c1ccc(OC)cc1)S(=O)(=O)N1CCCC(C(=O)NCc2ccc(OC(C)C)cc2)C1 (centres undefined)	0%
Cc1cc(C)n2nc(C(=O)OCC(=O)N(Cc3ccccc3)C(C)C)nc2n1	3%
COc1ccc(C(=O)N[C@H](C(=O)NCCCn2nc(C)cc2C)C(C)C)cc1	3%
Cc1cccc(NC(=O)CNC(=O)CCNC(=O)c2ccc(C(C)(C)C)cc2)c1C	-2%
CCCn1nc(C(=O)NC2CCCCCC2)c2ccccc2c1=O	1%
CC(OC(=O)CCN1C(=O)C2CC=CCC2C1=O)C(=O)c1ccc(F)cc1 (centres undefined)	6%
Cc1cc2oc(=O)cc(-c3ccccc3)c2c(C)c1-c1ccc(N(C)C)cc1	7%
COc1ccc(-c2c(-c3cc(OC)cc(OC)c3)n(C)c3ccc(-c4ccc5[nH]ccc5c4)cc23)cc1	5%
Cn1c(=O)c2c(ncn2CC(=O)Nc2cc(S(=O)(=O)N3CCCCC3)ccc2Cl)n(C)c1=O	0%
CCN(CC(=O)Nc1ccc(NC(C)=O)cc1)C(=O)c1ccc2c(c1)OCCO2	6%
O=C(NCCCN1CCOCC1)c1c(-c2ccccc2)sc2ccccc12	-6%
CCN1C[C@@H]2[C@@H]3C(=O)N(C)C(=O)[C@@H]3[C@](CC)(C1=O)N2C(=O)c1ccccc1	9%
C=CC[C@@H](CC(=O)N[C@H](CO)Cc1ccccc1)C(=O)N[C@H](C)COC(=O)[C@@H](CC=C)Cc1ccc(F)cc1	2%
CCN(CC(=O)Nc1c(F)cccc1F)C(=O)c1ccc(S(=O)(=O)N2CCC(C)CC2)cc1	6%
O=C(COC(=O)c1ccc(Cl)nc1)NCCc1ccc(F)cc1	0%
O=C(c1cc2ccccc2[nH]1)N1O[C@@H]2C=C[C@H]1C2	5%
CCOC(=O)C1=CN(Cc2cccc(F)c2)S(=O)(=O)NC1c1ccc2ccccc2c1 (centres undefined)	6%
CCOC(=O)[C@@H](C)NS(=O)(=O)N(Cc1ccccc1)[C@H](C(=O)OC)C(C)C	9%
CCOC(=O)c1c(NC(=O)CN2C(=O)N(C)C3(CCCCC3)C2=O)sc(C(=O)N(C)C)c1C	6%
COc1ccc(C(=O)N2CCN(c3cccc(Cl)c3)CC2)cc1S(=O)(=O)NC1CC1	5%
Cn1c(/N=C(\N)c2ccccc2)nc2ccccc21	12%
O=C(COC(=O)c1ccccc1)Nc1cc(S(=O)(=O)N2CCCCCC2)ccc1Cl	1%
C[C@@H]1CN([C@@H](C)CO)C(=O)c2cc(Br)cnc2O[C@@H]1CN(C)S(C)(=O)=O	7%
CCOc1ccc(NC(=O)CN(C)C(=O)c2ccccc2Cc2ccccc2)cc1OCC	4%
O=c1cc(CSc2nc(NCc3ccc(Cl)cc3)c3ccccc3n2)nc2ccc(Cl)cn12	6%
CN(CC(=O)Nc1ccc(F)cc1)C(=O)C1CCCC1	4%
O=C(NCCCn1ccnc1)/C(=C/c1ccco1)NC(=O)c1ccccc1	4%
COC(=O)C[C@H](NC(=O)Cn1cnc2c(OCc3ccccc3)ncnc21)C(=O)OC	6%
Cc1ccc(NC(=O)Cn2cnc(C(=O)Nc3ccc(C)c(C)c3)n2)cc1C	9%
COc1ccc(CN(C)C(=O)Cn2cnc(C(=O)Nc3ccc(C)c(C)c3)n2)cc1OC	8%
CC(C)(C)OC(=O)C[C@H]1C/C=C\C[C@H](CC(=O)NCCO)C(=O)NCCOC1=O	6%
O=C(COC(=O)CCN1C(=O)C2CC=CCC2C1=O)Nc1ccc([N+](=O)[O-])cc1 (centres undefined)	6%
COCCn1nnnc1C(c1ccccc1OC)N1CCc2ccccc2C1 (centres undefined)	4%
COc1ccccc1-c1cnc2c(c1)C(=O)N([C@@H](C)CO)C[C@@H](C)[C@@H](CN(C)C(C)=O)O2	11%
COc1ccc(C)cc1S(=O)(=O)N1CCN(C/C=C/c2ccccc2)CC1	6%
CCN(CC)S(=O)(=O)c1cccc(NC(=O)COC(=O)C2=COCCO2)c1	2%
COCc1c(C(=O)NCc2ccccc2CN2CCCC2)oc2ccccc12	3%
NC(=O)Nc1ccc(C(=O)OCC(=O)c2c[nH]c3ccccc23)cc1	-1%
Cc1ccc(S(=O)(=O)N2CCOCC2)cc1C(=O)OCC(=O)N1CCCC1=O	-3%
CN(C)c1cccc(C(=O)NN2C(=O)NC3(CCCCC3)C2=O)c1	2%
O=C(CCN1C(=O)S/C(=C\c2ccccc2)C1=O)N1CCOCC1	6%
O=C(COC(=O)c1ccc([N+](=O)[O-])o1)NC1CCCC1	5%
O=C(O)C1CC2C3CC(C(=O)O)C(C3)C2C1 (centres undefined)	-3%
Cc1noc(C)c1NC(=O)N(C)C[C@H]1Oc2c(NS(=O)(=O)c3cn(C)cn3)cccc2C(=O)N([C@H](C)CO)C[C@@H]1C	10%
CCOC(=O)N1C2CCC(C2)N1C(=O)OCC	1%
COc1ccccc1C(=O)NCC(=O)NNC(=O)c1cccs1	-7%

Given with values ahead of the structure: 3 of the compounds above
MgcRacGAP inhibition	smiles
3%	Cc1cccc(OCC(=O)NNC(=O)CCN2CCN(c3ccccc3)CC2)c1C
5%	NC(=O)Nc1ccc(C(=O)N2CCN(S(=O)(=O)Cc3ccccc3)CC2)cc1
1%	Cc1ccc(C(=O)OCC(=O)Nc2ccccc2)cc1S(=O)(=O)N1CCCCC1

(continued)
canonical_smiles	MgcRacGAP inhibition
O=C(CCc1nc(-c2ccc(F)cc2)no1)Nc1cccc(C(=O)NC2CC2)c1	6%
CC1(c2ccc(Cl)cc2)NC(=O)N(CC(=O)N2CCc3ccccc3C2)C1=O (centres undefined)	-1%
CCC1(CC)NC(=O)N(CC(=O)Nc2ccc(-n3cnnn3)cc2)C1=O	-4%
N#CC(=Cc1ccccn1)c1nc(-c2ccc(Cl)cc2)cs1	6%
O=C(CCCNC(=O)c1ccc(Cl)cc1)Nc1nccs1	12%
CC(Sc1nnnn1-c1ccc(O)cc1)C(=O)NNC(=O)c1ccc(F)cc1 (centres undefined)	2%
CCOC(=O)[C@H]1[C@H]2COc3ccc(OC)cc3[C@@H]2N2C(=O)[C@H](C)NC(=O)[C@@]12C	2%
O=C(NCC(c1cccs1)N1CCOCC1)C1CCN(S(=O)(=O)c2cc(Cl)ccc2Cl)CC1 (centres undefined)	7%
COc1ccc2nc(C)cc(Nc3ccccc3OC)c2c1	26%
CCN(CC(=O)NCc1cccs1)C(=O)CCCOc1ccc(C(C)(C)C)cc1	5%
Cc1ccc(S(=O)(=O)N2CC=C(N)N2)cc1	8%
C[C@H](CO)N1C[C@H](C)[C@@H](CN(C)S(C)(=O)=O)Oc2ccc(NC(=O)Nc3ccccc3)cc2C1=O	10%
Cc1ccc(/C=C/S(=O)(=O)NCC(=O)OCC(=O)Nc2ccc(C(=O)N(C)C)cc2)cc1	6%
O=C(N/N=C/c1cc([N+](=O)[O-])cc([N+](=O)[O-])c1O)C(O)(c1ccccc1)c1ccccc1	5%
CCc1nnc(NC(=O)c2ccc3c(=O)n4c(nc3c2)CCC4)s1	8%

Ordered by the number under MgcRacGAP inhibition (largest number first): 3 from the list above.
canonical_smiles	MgcRacGAP inhibition
C[C@@H]1CN([C@@H](C)CO)C(=O)c2cc(Br)cnc2O[C@@H]1CN(C)S(C)(=O)=O	7%
O=C(COC(=O)c1ccccc1)Nc1cc(S(=O)(=O)N2CCCCCC2)ccc1Cl	1%
CC1(c2ccc(Cl)cc2)NC(=O)N(CC(=O)N2CCc3ccccc3C2)C1=O (centres undefined)	-1%

More structures
canonical_smiles	MgcRacGAP inhibition
CN(Cc1ccccc1)C(=O)c1[nH]cnc1C(=O)NCc1ccccc1	4%
Cc1cc(C(=O)N2CCc3ccccc32)ccc1[N+](=O)[O-]	17%
CC(=O)Nc1ccc(NC(=O)C(C)OC(=O)C2CCCCC2)cc1 (centres undefined)	2%
COc1cc(OC)cc(C(=O)NNC(=O)CNC(=O)c2cccs2)c1	3%
C[C@H](NS(=O)(=O)c1c(Cl)cccc1Cl)C(=O)NNC(=O)COc1ccccc1F	3%
COC1CCC2(C)C(=CCC3C4CC(O)CC4(C)CCC32)C1 (centres undefined)	2%
CN(CC(=O)Nc1cccc(Cl)c1)C1=NS(=O)(=O)c2ccccc21	-5%
